Assay outcomes from PubChem BioAssay.
EPAC2 ag: activates human EPAC2 exchange factor; AID 720711; Q8WZA2; actives 0.079% (n = 360,000); EPAC2 activation, biochemical qHTS; response scale: 100% = 6.5 mM cAMP response; Potency, µM (doses to about 154 µM), without a hit: at the highest dose activation, usual class: activators; further: potency means the concentration at half of the fitted maximal effect; nearly all actives have a fitted effect of over 50% in size
Target sequence (Q8WZA2 whole entry, looked up): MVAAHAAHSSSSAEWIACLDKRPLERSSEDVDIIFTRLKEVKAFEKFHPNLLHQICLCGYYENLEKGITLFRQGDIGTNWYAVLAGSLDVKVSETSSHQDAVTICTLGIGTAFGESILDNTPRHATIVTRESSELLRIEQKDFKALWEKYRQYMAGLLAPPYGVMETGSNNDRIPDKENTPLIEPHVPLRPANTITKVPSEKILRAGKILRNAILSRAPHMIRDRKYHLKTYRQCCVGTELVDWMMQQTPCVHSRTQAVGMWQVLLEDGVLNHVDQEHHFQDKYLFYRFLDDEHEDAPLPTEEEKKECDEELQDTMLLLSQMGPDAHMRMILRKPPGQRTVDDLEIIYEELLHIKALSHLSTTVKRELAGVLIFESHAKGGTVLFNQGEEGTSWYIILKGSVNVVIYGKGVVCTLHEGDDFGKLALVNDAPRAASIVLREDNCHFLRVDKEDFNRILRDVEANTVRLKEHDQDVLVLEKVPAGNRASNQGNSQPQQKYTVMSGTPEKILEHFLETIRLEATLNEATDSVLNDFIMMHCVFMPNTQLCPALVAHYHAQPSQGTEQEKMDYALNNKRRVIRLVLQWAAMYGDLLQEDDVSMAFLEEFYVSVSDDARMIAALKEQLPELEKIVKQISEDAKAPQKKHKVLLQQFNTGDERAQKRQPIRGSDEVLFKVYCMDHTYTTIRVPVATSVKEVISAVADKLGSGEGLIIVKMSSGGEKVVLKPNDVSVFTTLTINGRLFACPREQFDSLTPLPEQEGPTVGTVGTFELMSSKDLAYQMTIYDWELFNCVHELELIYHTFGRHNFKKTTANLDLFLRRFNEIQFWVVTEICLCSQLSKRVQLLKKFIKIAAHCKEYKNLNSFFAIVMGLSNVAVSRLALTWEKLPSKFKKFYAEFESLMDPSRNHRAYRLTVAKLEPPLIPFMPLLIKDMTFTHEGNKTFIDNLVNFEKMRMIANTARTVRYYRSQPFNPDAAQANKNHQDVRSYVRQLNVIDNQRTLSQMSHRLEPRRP
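Setup: EPAC2 100 nM, labeled Rap1B complex 250 nM, free GDP 50 uM. Compound titrations pinned in, brief spin, 5 min room temperature incubation. Kinetic fluorescence read over 30 min, normalized to 6.5 mM cAMP.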
ATXN2 expr inh: reduces ATXN2 reporter expression in HEK-293 cells | actives 0.72% (n = 360,000) | HEK-293 ATXN2-luciferase reporter, luminescence, 24 h | Potency, µM (series often up to 57 µM), for the others: top-dose activity change, negative = inhibition, actives largely listed as inhibitors; further: potency means the concentration at half of the fitted maximal effect; on the % scale 0 is the no-effect control and ±100 the full control effect; nearly all actives have a fitted effect of over 55% in size
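ATXN2-luciferase reporter cells (luciferase flanked by upstream and downstream ATXN2 gene portions) were treated 24 h at 37 °C with compounds at up to 57 uM. SteadyGlo luminescence gave expression; GF-AFC fluorescence gave viability.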
TGFb inhibitor: TGF-b pathway inhibition | actives 1.2% (n = 410,000) | HepG2 CAGA-GFP TGF-b/SMAD3 reporter, GFP fluorescence, 18 h; TGF-beta stimulated, 500 pg/mL final | Potency, µM (highest dose often 46.1 µM), for the others: at the top dose activity, negative = inhibition, most hits filed as inhibitors; further: potency means the concentration at half of the fitted maximal effect; on the % scale 0 is the no-effect control and ±100 the full control effect; nearly all actives have a fitted effect of over 65% in size
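Smad-responsive CAGA-GFP expression was quantified in HEPG2 cells exposed to compounds and 500 pg/mL final TGF-beta for 18 h at 37 degrees C; unstimulated wells defined full inhibition.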
A549 tox: A549 cytotoxicity, counter-screen for Nrf2 inhibitors. A549 ARE-Fluc cells, CellTiter-Fluor viability, 18-24 h. Potency, µM (doses to about 46 µM), for inactives: at the highest dose activity change, negative = cytotoxicity, actives largely listed as inhibitors. actives 0.16% (n = 390,000). AID 504648; further: potency means the concentration at half of the fitted maximal effect; on the % scale 0 is the no-effect control and ±100 the full control effect
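A549 ARE_Fluc cells in 5% FBS OPTI-MEM were exposed to compounds in concentration-response for 18-24 h at 37 deg C. Viability was read by CellTiter-Fluor fluorescence (Ex 405/Em 525) after 30 min, before the luciferase read.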
HepG2 viability: HepG2 cytotoxicity, counter-screen for TGF-b inhibitors; Potency, µM (top dose mostly 46.1 µM), inactives show top-dose activity change, negative = cytotoxicity, actives largely listed as cytotoxic; HepG2 CAGA-GFP viability, ATP luminescence, 18 h; AID 588856; actives 0.76% (n = 410,000); further: potency means the concentration at half of the fitted maximal effect; some results filed as inactive show a strong effect at the top dose
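CellTiter-Glo luminescence gave cytotoxicity after 18 hours at 37 degrees C. The cells were HepG2 CAGA-GFP in 1% FBS DMEM, stimulated with 500 pg/mL TGF-beta after compound addition. %Activity was normalised to no-cell wells (complete cell-killing) and DMSO (no toxicity), and curves were fitted and classified.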
Nrf2 ARE act: activates Nrf2 signaling. AREc32 ARE-luciferase reporter (MCF7-derived line), luminescence, 24 h. Potency, µM (titrated, usually from 46.1 µM), without a hit: top-dose activation, most hits filed as activators. actives 0.31% (n = 410,000). AID 624171; further: potency means the concentration at half of the fitted maximal effect; % of control where 0% means no effect; nearly all actives have a fitted effect of over 65% in size
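Luciferase luminescence (Steady-Glo, 30 min at room temperature) served as the read-out of ARE activation in AREc32 cells treated with compounds for 24 hr at 37 deg C.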
IL2 activator: activators of IL-2. IL-2 activation reporter assay, cell-based qHTS; stimulated with anti-CD3/CD4/CD28 beads; in transgenic mouse T cells. activation, % (series mostly up to about 46 µM). actives 0.065% (n = 360,000). AID 652025; in the data active means activation above about 50%; inconclusive means mostly about 30% to 49%; further: 0% is about no effect
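Unstimulated transgenic mouse T cells, 750 per well, received compound and, after 60 minutes, anti-CD3/anti-CD4 bead plus anti-CD28 stimulation. EGFP and DsRed were quantified after 18 hours.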
S2 tox: cell viability loss in ATXN counter-screen; Potency, µM (top dose mostly 56.7 µM), most hits filed as cytotoxic; actives 0.49% (n = 400,000); S2 cells (HEK-293 line with an ATXN2-luciferase reporter) viability, CellTiter-Fluor protease fluorescence, 24 h; further: potency means the concentration at half of the fitted maximal effect; nearly all actives have a fitted effect of over 40% in size
Nrf2 inh: blocks Nrf2 signaling. A549 ARE-Fluc reporter, luciferase luminescence, 18-24 h. Potency, µM (series often up to 46 µM), for the others: top-dose activity change, negative = inhibition, most hits filed as inhibitors. actives 2.1% (n = 360,000). AID 504444; further: potency means the concentration at half of the fitted maximal effect; on the % scale 0 is the no-effect control and ±100 the full control effect; nearly all actives have a fitted effect of over 60% in size
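Two sequential reads on A549 ARE_Fluc cells exposed to compound for 18-24 h: a CellTiter-Fluor fluorescence read for viability, then a luciferase luminescence read for Nrf2/ARE activity.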
An asterisk follows results filed as active; i = inactive; ? = inconclusive; · = not tested or not shown; [ ] = remark or other dose. Unless noted, the call rests on the fitted dose curve; in most records, active means well fitted curve in the direction sought with a large enough effect; inconclusive means small, poorly fitted or top-dose-only effect, or another doubt; inactive means no such curve, though single readings can be large; an effect the other way counts as inactive or inconclusive.

Start of the listing, in advance (12 entries):
Values run as follows: IL2 activator, EPAC2 ag, TGFb inhibitor, Nrf2 inh, HepG2 viability, Nrf2 ARE act, ATXN2 expr inh, A549 tox, S2 tox
1	N#Cc1ccc(Oc2cccc(C(=O)O)c2)cc1C#N
 : 1.0, 0%, -2%, 4%, -1%, -0.5%, -25%, -6%, ?
2	O=C(NCc1nnc(SCC(=O)N2CCc3ccccc32)o1)c1cccs1
 : -1.1, 6%, -6%, -5%, -3%, 0.0%, -16%[11.3 µM], 0%, i
3	Cc1ccc(NCc2ccc(Cl)nc2)c(NCc2ccc(Cl)nc2)c1
 : 0.3, 20%, 18%, 6%, 2%, 0.3%, 0%, -3%, i
4	Cc1ccc(OCCC(=O)OC(C)C(=O)Nc2c(C)n(C)n(-c3ccccc3)c2=O)cc1 (stereo not given)
 : -4.1, 1%, 0%, 6%, -13%, 0.5%, -2%, 9%, i
5	Cc1onc(C(=O)Nc2sc3c(c2C#N)CCCC3)c1[N+](=O)[O-]
 : -2.6, 3%, ?, ?, -24%, 19%, ·, ?, i
6	COc1ccc(-n2ccc(=O)c(C(=O)O)n2)cc1
 : -2.3, 6%, 19%, 15%, 0%, -1.5%, 7%, 6%, i
7	CCCCCOc1ccc(C(=O)CCC(=O)NC(C)c2ccc(S(N)(=O)=O)cc2)cc1 (stereo not given)
 : 0.9, -2%, -3%, ?, 0%, 1.2%, -10%, -11%, i
8	Cc1ccc(S(=O)(=O)c2[nH]c(-c3ccccc3)nc2SCCC(=O)O)cc1
 : ·, ·, 14%, 17%, 3%, -0.6%, 1%, 1%, i
9	Cc1cc(=O)[nH]c2c(C)cc(S(=O)(=O)N3CCCCC3)cc12
 : -1.0, 1%, 15%, -23%, -20%, -0.1%, 41%[activator], 3%, i
10	COc1ccc(F)cc1CN1CCN(C(=O)CCC(=O)Nc2nnc(C(C)C)s2)CC1
 : 0.0, -1%, ?, -17%, -10%, 0.6%, 9%, -2%, i
11	Cc1cccc(C(=O)N/N=C/c2cc(Br)c(Br)o2)c1
 : 0.2, 18%, 0%, -19%, -32%, 6.5%, 7%, -20%, ?
12	CSc1ccc(-c2nc(CSCC(=O)NC3CC3)c(C)o2)cc1
 : -2.9, 12%, -7%, -27%, -3%, -2.0%, ?, 11%, i

The list itself, previewed entries included:
Values run as follows: IL2 activator, EPAC2 ag, TGFb inhibitor, Nrf2 inh, HepG2 viability, Nrf2 ARE act, ATXN2 expr inh, A549 tox, S2 tox
1	N#Cc1ccc(Oc2cccc(C(=O)O)c2)cc1C#N
 : 1.0, 0%, -2%, 4%, -1%, -0.5%, -25%, -6%, ?
2	O=C(NCc1nnc(SCC(=O)N2CCc3ccccc32)o1)c1cccs1
 : -1.1, 6%, -6%, -5%, -3%, 0.0%, -16%[11.3 µM], 0%, i
3	Cc1ccc(NCc2ccc(Cl)nc2)c(NCc2ccc(Cl)nc2)c1
 : 0.3, 20%, 18%, 6%, 2%, 0.3%, 0%, -3%, i
4	Cc1ccc(OCCC(=O)OC(C)C(=O)Nc2c(C)n(C)n(-c3ccccc3)c2=O)cc1 (stereo not given)
 : -4.1, 1%, 0%, 6%, -13%, 0.5%, -2%, 9%, i
5	Cc1onc(C(=O)Nc2sc3c(c2C#N)CCCC3)c1[N+](=O)[O-]
 : -2.6, 3%, ?, ?, -24%, 19%, ·, ?, i
6	COc1ccc(-n2ccc(=O)c(C(=O)O)n2)cc1
 : -2.3, 6%, 19%, 15%, 0%, -1.5%, 7%, 6%, i
7	CCCCCOc1ccc(C(=O)CCC(=O)NC(C)c2ccc(S(N)(=O)=O)cc2)cc1 (stereo not given)
 : 0.9, -2%, -3%, ?, 0%, 1.2%, -10%, -11%, i
8	Cc1ccc(S(=O)(=O)c2[nH]c(-c3ccccc3)nc2SCCC(=O)O)cc1
 : ·, ·, 14%, 17%, 3%, -0.6%, 1%, 1%, i
9	Cc1cc(=O)[nH]c2c(C)cc(S(=O)(=O)N3CCCCC3)cc12
 : -1.0, 1%, 15%, -23%, -20%, -0.1%, 41%[activator], 3%, i
10	COc1ccc(F)cc1CN1CCN(C(=O)CCC(=O)Nc2nnc(C(C)C)s2)CC1
 : 0.0, -1%, ?, -17%, -10%, 0.6%, 9%, -2%, i
11	Cc1cccc(C(=O)N/N=C/c2cc(Br)c(Br)o2)c1
 : 0.2, 18%, 0%, -19%, -32%, 6.5%, 7%, -20%, ?
12	CSc1ccc(-c2nc(CSCC(=O)NC3CC3)c(C)o2)cc1
 : -2.9, 12%, -7%, -27%, -3%, -2.0%, ?, 11%, i
13	CCOc1cc(/C=N/NC(=O)c2cc(-c3cccc(OC)c3)nc3ccccc23)ccc1O
 : -0.5, 6%, ?, ?, -1%, 3.6%, ?, -7%, ?
14	FC(F)(F)c1cccc(-c2ccc(-c3csnn3)o2)c1
 : -2.1, 3%, -1%, 17%, -18%, 4.0%, -13%, -14%, i
15	CCCN1C(C(=O)c2ccccc2)=C(OC(=O)COc2ccccc2)c2ccccc2S1(=O)=O
 : ·, ·, ?, 23µM*, -24%, -2.3%, ·, ?, ·
16	O=C(Cc1cccc([N+](=O)[O-])c1)Nc1ccc(C(=O)N2CCOCC2)cc1
 : -3.2, -2%, 16%, ?, 4%, 0.0%, 9%, -4%, i
17	O=C(NC(=S)Nc1ccccc1N1CCOCC1)c1ccc(Br)cc1
 : -4.2, 22%, -17%, -16%, -32%, 1.9%, -20%, 5%, i
18	C[C@H]1CN([C@@H](C)CO)C(=O)CCCn2nncc2CO[C@@H]1CN(C)S(=O)(=O)c1ccc(Oc2ccccc2)nc1
 : -0.8, 10%, -1%, ·, -12%, 0.0%, 1%, ·, i
19	O=C(CSc1ncnc2c1oc1ccccc12)Nc1nc2ccccc2s1
 : -1.0, 3%, ?, ?, 13µM*, -0.1%, ?, ?, ?
20	CCCc1nnc(NC(=O)CCC(=O)N2CCN(C3c4ccccc4-c4ccccc43)CC2)s1
 : 0.6, -8%, -3%, 12%, 7%, -1.0%, 9%, 1%, i
21	O=c1[nH]c(CSc2ccccn2)nc2c1cnn2-c1ccccc1
 : -0.7, -4%, -28%, 4%, 7%, 5.3%, 16%, 8%, i
22	CCC(=O)N1CCc2cc(Br)cc(S(=O)(=O)N3CCCCCC3)c21
 : -3.3, 9%, -4%, -34%, -8%, -0.7%, -37%, 0%, i
23	CCC(C)NC(=O)C1CCN(S(=O)(=O)CC)CC1 (stereo not given)
 : -1.7, 7%, -9%, 8%, -21%, -0.5%, -5%, -10%, i
24	CN(C)CCN[C@H]1CCC2C3CC=C4C[C@@H](O)CC[C@]4(C)C3CC[C@@]21C (stereo not given in full)
 : 0.2, -5%, 36%[activator], 8%, -27%, 0.1%, -13%, ?, i
25	O=C(NCCCCNC(=O)c1ccc(F)cc1)c1ccc(F)cc1
 : -0.2, -3%, 0%, 10%, 7%, -0.4%, ·, 0%, i
26	O=C(NN=Cc1ccccc1O)NN=Cc1ccccc1O
 : 0.0, 3%, 4%, 0%, -11%, 3.0%, ?, -1%, ?
27	O=C1C=C(c2ccc(Oc3ccccc3)cc2)C[C@@H](c2ccc(F)cc2)C1
 : -0.4, 15%, ?, -25%, -10%, 5.3%, -5%, 3%, i
28	CCOc1ncccc1C(=O)OCC(=O)NCCCc1ccccc1
 : -0.7, 3%, 8%, 8%, -11%, -0.6%, -18%, 5%, i
29	Cc1ccc(NC(=O)C(=O)NCC(c2ccc3c(c2)OCO3)N2CCOCC2)c(C)c1 (stereo not given)
 : ·, ·, 6%, ·, 0%, -0.3%, 6%, 0%, i
30	COc1ccc2c(c1)C(C)CC(C)(C)N2C(=O)CSc1ncn[nH]1 (stereo not given)
 : -0.6, -1%, 0%, 1%, -2%, 0.4%, 6%, -4%, i
31	Cc1cccc(N(C(=O)c2snc(C(N)=O)c2N)C(C(=O)NCC2CCCO2)c2c[nH]c3ccccc23)c1 (stereo not given)
 : -0.4, 10%, 6%, ?, 1%, -0.3%, -15%, -8%, i
32	CCOc1ccc(/C=N/NC(=O)c2nnn(-c3nonc3N)c2COc2ccc(F)cc2)cc1
 : -2.0, 4%, 13%, ?, -1%, -0.5%, -27%, -16%, i
33	Cc1c(NC(=O)CSc2nnnn2-c2ccc(C(=O)O)cc2)c(=O)n(-c2ccccc2)n1C
 : -0.2, 3%, 11%, -20%, 3%, -0.4%, 2%, 0%, i
34	CCOc1ccc(CN2CCN(CCCc3ccccc3)C(CCO)C2)cc1 (stereo not given)
 : -0.5, 19%, -22%, 12%, -11%, 2.1%, -12%, 1%, i
35	CCOC(=O)C1=C(CSc2nc3c(cc2C#N)CN(C)CC3)OC(N)=C(C#N)C1c1ccc(F)cc1 (stereo not given)
 : 0.3, -24%, 0%, ·, -3%, 2.0%, 5%, 5%, i
36	CCSc1nnc(CNc2ccc(F)cc2)n1CC1CCCO1 (stereo not given)
 : -1.8, 7%, -4%, 13%, 6%, -0.2%, 8%, 2%, i
37	COc1ccc(C(=O)NNC(=S)NC2CCCCC2)cc1OC
 : -1.0, 0%, 2%, 15%, 0%, -0.6%, 7%, ?, i
38	CCCOC(=O)CN1C(=O)c2ccccc2C1=O
 : 0.0, -13%, -12%, 31%, 11%, -0.2%, 1%, 14%, i
39	COc1ccc(C(=O)N/C(=C\c2ccccc2)C(=O)NC(CC(C)C)C(=O)O)cc1 (stereo not given)
 : 3.1, 10%, -1%, 4%, 5%, -1.0%, -32%, -1%, i
40	O=C(CSc1ncnc2c1oc1ccccc12)Nc1cccc(F)c1
 : -0.7, 10%, 0%, -16%, -28%, 5.1%, -25%, ·, i
